Bioassay records from PubChem.
EPAC1 agonist: activates human EPAC1 exchange factor; Potency, µM (titrated, usually from 154 µM), for inactives: at the highest dose activation, usual class: activators; O95398; 0.073% of 360,000 active; EPAC1 agonist qHTS, biochemical assay; response scale: 100% = response to 6.5 mM cAMP; AID 720707; note: potency is the fitted concentration of half-maximal effect; nearly all actives have a fitted effect of over 60% in size
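Normalized to 6.5 mM cAMP, activity reflects EPAC1-catalysed release of BODIPY-GDP from Rap1B, followed kinetically over 30 min at 480 nm excitation, 540 nm emission. Reaction contained 100 nM EPAC1, 250 nM Rap1B-BODIPY-GDP, 50 uM GDP.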
PLK1 PBD block: blocks phosphopeptide binding to human PLK1 polo-box domain. P53350. Plk1 PBD binding of FITC phosphopeptide, fluorescence polarization. Potency, µM, inactives show max response, negative = inhibition, usual class: inhibitors. 2.8% of 360,000 active. AID 720504; note: potency is the fitted concentration of half-maximal effect; series mostly up to about 57 µM; % is set by controls: 0 for no effect and ±100 for the full control effect; nearly all actives have a fitted effect of over 65% in size
EPAC1 antagonist: antagonists of human EPAC1; EPAC1 GEF assay, Rap1b-BODIPY-GDP exchange fluorescence; Potency, µM (top dose mostly 115 µM), for inactives: at the top dose activity change, negative = inhibition, hits mostly inhibitors; 0.14% of 360,000 active; AID 720709;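 note: potency is the fitted concentration of half-maximal effect; plate controls were vehicle for no effect and positive control for full effect; nearly all actives have a fitted effect of over 50% in size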
PI5P4K alpha inh: PI5P4K alpha (human) kinase inhibition; max response, %; 1.2% of 330,000 active; P48426; PI5P4Kalpha enzyme, ADP-Glo luminescence, 60 min; active compounds read low; active = max response of -50% or lower; inconclusive = between -30% and -50%; inactive = -30% or higher; note: value at the top dose of about 77 µM; % is set by controls: 0 for no effect and ±100 for the full control effect
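qHTS, 1536-well: enzyme/substrate mix, compound by pin tool, 5 microM ATP final; RT 60 min; ADP-Glo reagents 1 (45 min) then 2 (30 min); luminescence.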
WRN inhibitor: inhibitors of human WRN helicase. Potency, µM (highest dose often 114 µM), inactives show at the highest dose activity change, negative = inhibition, usual class: inhibitors. 0.46% of 360,000 active. WRN helicase unwinding, fluorescent forked duplex, kinetic; note: potency is the fitted concentration of half-maximal effect; % is set by controls: 0 for no effect and ±100 for the full control effect; nearly all actives have a fitted effect of over 55% in size
Target sequence (Q14191 whole entry, looked up): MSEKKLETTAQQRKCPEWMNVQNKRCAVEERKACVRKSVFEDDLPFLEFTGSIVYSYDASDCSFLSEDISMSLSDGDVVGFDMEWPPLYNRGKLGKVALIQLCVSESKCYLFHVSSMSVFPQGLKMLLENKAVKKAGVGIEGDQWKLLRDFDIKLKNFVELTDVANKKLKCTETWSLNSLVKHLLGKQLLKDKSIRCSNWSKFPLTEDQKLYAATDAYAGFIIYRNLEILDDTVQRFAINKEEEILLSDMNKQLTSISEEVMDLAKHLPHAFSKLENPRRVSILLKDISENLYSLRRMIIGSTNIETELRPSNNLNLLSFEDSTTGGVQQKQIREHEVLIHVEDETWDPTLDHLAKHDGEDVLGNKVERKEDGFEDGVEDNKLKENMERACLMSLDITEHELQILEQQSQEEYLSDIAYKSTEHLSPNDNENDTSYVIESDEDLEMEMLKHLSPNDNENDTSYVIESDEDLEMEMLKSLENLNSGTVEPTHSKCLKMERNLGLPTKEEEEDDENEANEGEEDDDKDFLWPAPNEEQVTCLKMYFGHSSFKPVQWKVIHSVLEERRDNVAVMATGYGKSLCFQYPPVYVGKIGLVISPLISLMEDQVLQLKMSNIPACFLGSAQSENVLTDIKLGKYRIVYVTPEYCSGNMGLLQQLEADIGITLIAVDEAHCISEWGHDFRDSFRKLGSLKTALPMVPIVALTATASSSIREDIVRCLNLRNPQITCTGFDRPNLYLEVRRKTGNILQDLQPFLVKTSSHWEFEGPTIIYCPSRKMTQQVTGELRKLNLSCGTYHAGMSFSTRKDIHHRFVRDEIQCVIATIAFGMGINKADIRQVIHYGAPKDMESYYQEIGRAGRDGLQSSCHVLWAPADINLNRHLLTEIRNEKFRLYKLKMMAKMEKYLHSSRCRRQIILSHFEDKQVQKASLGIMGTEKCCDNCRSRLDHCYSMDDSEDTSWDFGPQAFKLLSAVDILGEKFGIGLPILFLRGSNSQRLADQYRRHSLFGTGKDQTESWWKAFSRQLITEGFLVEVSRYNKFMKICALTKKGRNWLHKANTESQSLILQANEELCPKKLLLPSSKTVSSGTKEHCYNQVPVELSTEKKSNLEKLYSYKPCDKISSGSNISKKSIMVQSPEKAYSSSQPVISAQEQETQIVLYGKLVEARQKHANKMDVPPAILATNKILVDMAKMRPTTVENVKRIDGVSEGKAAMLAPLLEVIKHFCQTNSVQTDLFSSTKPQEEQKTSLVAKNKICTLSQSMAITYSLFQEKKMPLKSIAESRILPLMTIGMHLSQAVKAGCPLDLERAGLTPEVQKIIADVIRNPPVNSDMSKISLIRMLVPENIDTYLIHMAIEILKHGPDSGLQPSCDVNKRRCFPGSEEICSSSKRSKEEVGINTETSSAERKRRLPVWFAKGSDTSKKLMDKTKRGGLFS
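Enzyme (20 nM final) and test compound sit together 15 min at room temperature before substrate addition. Substrate is a single-forked duplex oligonucleotide (100 nM) labelled with fluorophore and quencher, with 2 mM ATP; helicase unwinding raises red fluorescence, read kinetically.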
FUS yeast rescue: rescues growth of FUS-expressing yeast; S. cerevisiae FUS-expressing, growth rescue, OD600, 24 h; Potency, µM (series often up to 76.6 µM), without a hit: at the top dose growth rescue (activation), actives largely listed as activators; 0.24% of 390,000 active; AID 1347120;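 note: potency is the fitted concentration of half-maximal effect; plate controls were DMSO vehicle for no effect and reference control for full effect; nearly all actives have a fitted effect of over 55% in size; some results filed as inactive show a strong effect at the top dose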
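Yeast FUS proteinopathy model; galactose-induced FUS (2%), starting OD 0.005. Cpds in dilution series, 24hr, 30C, 99% humidity. Abs 600 nm growth. Pos ctrl CP55940 (top 92uM final); neg ctrl DMSO.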
IL2 activator: activates IL-2 in a cell-based reporter assay | IL-2 activation reporter assay, cell-based qHTS; stimulated with anti-CD3/CD4/CD28 beads; in transgenic mouse T cells | activation, % (series mostly up to about 46 µM) | 0.065% of 360,000 active; in the data active = activation above about 50%; inconclusive = mostly about 30% to 49%; note: 0% is about no effect
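Unstimulated transgenic mouse T cells, 750 per well, received compound and, after 60 minutes, anti-CD3/anti-CD4 bead plus anti-CD28 stimulation. EGFP and DsRed were quantified after 18 hours.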
Abeta yeast res: compounds reversing amyloid beta toxicity in yeast; Potency, µM (doses to about 46.1 µM), for inactives: at the highest dose growth rescue, hits mostly activators; AID 1347071; 0.063% of 410,000 active; yeast expressing A-beta42, growth rescue, OD600, 48 h; response scale: 0% DMSO, 100% iron-clioquinol control; note: potency is the fitted concentration of half-maximal effect; nearly all actives have a fitted effect of over 55% in size
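Growth rescue measured by 600 nm absorbance after 48 h yeast culture at 30 C with compound. Values normalized between DMSO and an equimolar ferric chloride plus clioquinol control.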
Numbers without * were called inactive; ? = inconclusive; · = not tested or not shown; & = joins results of further samples; [ ] = dose if it differs, or a comment. Unless noted, calls come from the whole dose curve; as a rule, active = well fitted curve in the direction sought with a large enough effect; inconclusive = small, poorly fitted or top-dose-only effect, or another doubt; inactive = no such curve, though single readings can be large; an effect the other way counts as inactive or inconclusive.

SMILES	EPAC1 agonist	PLK1 PBD block	EPAC1 antagonist	PI5P4K alpha inh	WRN inhibitor	FUS yeast rescue	IL2 activator	Abeta yeast res
OC(COc1ccc(C2C=CCC2)cc1)CN1CCCCC1 (stereo not drawn)	9%	-9%	-7%	·	-1%	38%	-2.4	16%
Cc1nnc(NC(=O)CSc2nnc(-c3ccoc3C)n2CC(C)C)s1	-3%	27µM*	4%	-17	12%	11%	0.1	-3%
COc1ccc(CCn2c(-c3ccc(OC)cc3)nc3c(c(=O)c4ccccc4n3C)c2=O)cc1	9%	-9%	8%	8	-1%	-6%	-0.3	-10%
COc1cc(-c2noc(CCCC(=O)Nc3cccnc3)n2)cc(OC)c1OC	1%	2%	1%	2	-2%	3%	-0.4	9%
COc1ccc(Cl)cc1/C=N/NC(=O)c1c(-c2ccccc2)noc1C	5%	2%	-29%	26	2%	-1%	-1.9	6%
COc1ccccc1-n1ccnc(SCC(=O)NCc2ccccc2Cl)c1=O	5%	-19%	-8%	-3	-11%	·	0.4	11%
COc1ccc2c(C)cc(=S)[nH]c2c1	-1%	11µM*	9%	5	-12%[57.1 µM]	-7%	-1.2	12%
Clc1ccc(OCCn2ccnc2)cc1Cl	4%	-20%	0%	2	13%	1%	-1.5	-7%
CCCCOP(=O)(c1ccc(N(C)C)cc1)C(O)c1cc(OC)c(OC)c(OC)c1 (stereo not drawn)	-2%	0%	1%	0	-27%	5%	2.5	-7%
CCN(CC)c1nc2ccccc2n2cnnc12	6%	-10%	-9%	0	0%	10%	4.9	-8%
CC(C)(C)OC(=O)N1CCCN(C(c2cc3ccccc3o2)c2nnnn2C(C)(C)C)CC1 (stereo not drawn)	-1%	-6%	5%	3	0%	16µM*	-0.8	-2%
Cn1cc(S(=O)(=O)c2ccccc2)c(=O)c2cc(F)c(N3CCOCC3)cc21	0%	-3%	?	1	0%	9%&8%	-0.8	10%&-2%
CCOc1cc(/C=N/NC(=O)CN2CCCCC2)ccc1OCc1ccc(Cl)cc1	-3%	0%	3%	1	4%	1%	0.1	1%
C=CCOC(=O)C1=C(C)NC(=O)NC1/C=C/c1ccccc1OC (stereo not drawn)	-7%	1%	-3%	-12	-3%	·	-4.9	-9%
O=C(/C=C/c1ccc2c(c1)OCO2)NCCSCc1cccc(Cl)c1	1%	-15%	-26%	0	-13%	·	-1.4	0%
Cc1cc(OCC(=O)N2CCN(c3ccc(F)cc3)CC2)c2c(C)cc(=O)oc2c1	12%	-3%	-5%	0	-6%	-19%	0.9	·
CC1=CCC(C(=O)N/N=C/c2cccs2)C(c2ccc(F)cc2)C1 (stereo not drawn)	9%	-5%	-5%	0	1%	14%	0.3	?
Cn1c(=NC(=O)c2ccc3c(c2)OCCO3)sc2cc(S(C)(=O)=O)ccc21	-5%	3%	8%	-2	-1%	8%&-9%	-1.6	10%&1%
CC(=O)C(/C=N/c1ncc(C(F)(F)F)cc1Cl)=C(\C)O	-1%	-9%	-20%	2	-1%	-37%	0.4	-24%
CC(NC(=O)c1cc2ccccc2o1)c1ccccc1 (stereo not drawn)	7%	-4%	-2%	4	-7%	-31%&20%	0.0	-8%&-8%
CN(C)c1ccc(/C=C(/C#N)C(=O)Nc2nc3c(s2)CCN(Cc2ccccc2)C3)cc1	19%	0%	3%	-11	-33%	·	27	-4%
Cc1cc2oc(=O)cc(CN3CCCc4ccccc43)c2cc1C	10%	-11%	-10%	1	-2%	24%	-1.7	-6%
Cc1ccc(C)c(OCCC(=O)Nc2cccc(S(=O)(=O)N3CCCC3)c2)c1	-4%	-5%	-10%	-2	-27%	22%	-0.6	12%
O=S(=O)(c1ccc(Cl)s1)N1CCN(c2ncccn2)CC1	1%	-5%	18%	·	5%	5%	-1.8	-8%
Cn1c(=O)c2cc(S(=O)(=O)NC(C(=O)NCc3cccnc3)c3ccccc3)ccc2n(C)c1=O (stereo not drawn)	10%	-7%	-9%	-9	-2%	-18%	-0.2	0%
CC1NC(=O)c2cc3ccccc3cc2-n2c1nc1cc(Cl)ccc1c2=O (stereo not drawn)	-28%	8%	27%	-7	11%	-13%	-3.3	-3%
O=C(CN1CCN(Cc2ccccc2Cl)CC1)N/N=C/c1ccccn1	-6%	-13%	-18%	1	-1%	-53%[inhibitor]	0.0	14%
O=C(O)c1ccc(NS(=O)(=O)c2ccc(Cl)cc2)cc1	4%	-6%	1%	·	4%	22%	-2.0	-7%
CCOC(=O)N1CCN(S(=O)(=O)c2cc([N+](=O)[O-])c(C)cc2C)CC1	4%	0%	28%	2	10%	22%	0.9	-7%
Cc1cc(C)cc(NC(=O)CN2CCN(c3ncccn3)CC2)c1	8%	-9%	5%	·	1%	21%	0.7	14%
Cc1ccc(N(CC(N)=O)C2SC(=O)N(Cc3ccccc3)C2=O)cc1 (stereo not drawn)	-4%	-6%	-4%	·	-3%	12%	3.3	23%
CC(C)CC1C(=O)N(Cc2cn(CCC3OCCO3)nn2)CCS(=O)(=O)N1Cc1ccc(-c2ccncc2)cc1 (stereo not drawn)	-17%	-13%	-7%	2	-3%	14%	-2.9	7%
CC1CCc2c(sc3c2C2=NS(=O)(=O)CCN2C=N3)C1 (stereo not drawn)	-4%	-11%	-12%	7	-6%	28%	0.2	-8%
CCc1ccc(NC(=S)Nc2ccc(S(=O)(=O)Nc3ncccn3)cc2)cc1	10%	-11%	-30%	8	0%	-8%	2.7	-52%[inhibitor]
CCSC1=NCCN1S(=O)(=O)c1ccc2ccccc2c1	4%	-1%	-11%	0	4%	24%	-2.7	-4%
COc1ccc(NC(=S)N2CCOCC2)c(OC)c1	-1%	-5%	10%	-3	-4%	-5%	-2.6	11%
CC(NC(=O)Nc1cccnc1)(C(F)(F)F)C(F)(F)F	-5%	-7%	-4%	1	-3%	-10%	1.1	18%
COc1cc(OC)cc(-c2c(C#Cc3ccsc3)c3cc(-c4ccc(OC)cc4F)ccc3n2C)c1	-8%	-18%	-15%	-2	4%	30%	0.5	-2%
COc1ccc(CNC(=O)C2CC(C)=CCC2C(=O)O)cc1 (stereo not drawn)	2%	3%	18%	1	2%	-30%	-2.6	2%
Cc1ccc(-c2nc3ncccc3o2)cc1NC(=O)COc1ccccc1	9%	3%	4%	·	-11%	-10%	0.0	23%

FUS yeast rescue, hit marks shown above
Compound | PLK1 PBD block | EPAC1 antagonist | PI5P4K alpha inh | WRN inhibitor | FUS yeast rescue | IL2 activator
CC(C)(C)OC(=O)N1CCCN(C(c2cc3ccccc3o2)c2nnnn2C(C)(C)C)CC1 (stereo not drawn) | -6% | 5% | 3 | 0% | 16µM* | -0.8

Continued:
SMILES	EPAC1 agonist	PLK1 PBD block	EPAC1 antagonist	PI5P4K alpha inh	WRN inhibitor	FUS yeast rescue	IL2 activator	Abeta yeast res
COc1ccc(-n2c(CCC(=O)O)ccc2-c2ccc(F)cc2)c(OC)c1	13%	-2%	-4%	-3	2%	9%	0.8	6%
COc1cc(C(=O)N/N=C(\C)c2ccc3c(c2)OCO3)cc(OC)c1OC	5%	?	-16%	-6	-20%	16%	-0.2	-4%
COc1ccc(NS(=O)(=O)c2cccc(C(=O)NCC(c3ccco3)N3CCCC3)c2)cc1 (stereo not drawn)	-5%	-1%	3%	3	-9%	6%	1.7	-3%
OCCCNc1ncnc2c1ncn2[C@H]1CN(Cc2ccco2)C[C@@H](CO)O1	0%	2%	-15%	-2	4%[57.1 µM]	1%	0.1	-7%
Cc1c(Cl)cccc1NC(=O)c1cccc(OC(F)F)c1	4%	-4%	-4%	·	-1%	13%	-0.3	25%
O=C(c1cc2cc(Br)cc(Br)c2oc1=O)N1CCCC1	3%	2%	12%	·	4%	7%	-1.8	4%
COC(=O)C1SCC2C(=O)N(Cc3ccccc3)CC(=O)N21 (stereo not drawn)	2%	-12%	-16%	3	-2%	-6%	-0.1	2%
COc1ccc(Nc2ncccc2C(=O)NCc2ccccc2)cc1	20%	-1%	-9%	·	-17%	19%	0.0	-11%
CCCCc1c(C)nc2ccc(C)cc2c1SCCC(=O)O	-5%	?	?	3	10%	12%	-0.6	6%
COc1ccc(/C=N/n2c(=O)[nH]c3c([nH]c4ccc(Br)cc43)c2=O)cc1CN1CCOCC1	-3%	-5%	-21%	-11	?	11%	2.1	6%
CCOC(=O)C(=CNc1cc(C)nn1C(C)(C)C)C(=O)OCC	6%	-7%	8%	0	10%	17%	-4.7	-2%
O=[N+]([O-])c1ccc(N2CCN(C(=S)NCc3ccc(Cl)cc3)CC2)cc1	-10%	-3%	3%	2	4%	9%	-4.5	5.6µM*
O=C(Nc1ccccc1)/C(=C\c1ccncc1)NC(=O)c1ccccc1	13%	2%	-1%	2	-6%	-5%	-3.5	0%
Cc1noc(C)c1CSCC(=O)N(C)CC(=O)Nc1ccc(Cl)c(C(F)(F)F)c1	1%	-2%	-10%	0	4%	1%	1.0	1%
O=C(C(=O)N1CCCc2ccccc21)N1CCCc2ccccc21	5%	-18%	21%	-6	11%	6%	-2.9	-5%
CC(O)CNC12CC3CC(CC(C3)C1)C2 (stereo not drawn)	1%	3%	3%	2	3%	-37%	0.4	7%
CCOC(=O)C1(CCOC)CCN(Cc2cc3ccccc3s2)CC1	-7%	11µM*	0%	-14	-29%	5%	-0.7	-5%
O=C(Nc1ccc2c(c1)OCO2)C1CCN(S(=O)(=O)Cc2ccccc2)CC1	-2%	-4%	6%	-15	11%	22%	-1.6	-7%
O=C(O)CCc1ccc(-c2cccs2)n1CC(=O)Nc1ccccc1C(F)(F)F	0%	-12%	1%	1	-7%	16%&17%	-2.7	7%&-3%
CC(C)(C)c1ccc(-n2ncc3c2CCCC3NC(=O)CCN2CCCC2=O)cc1 (stereo not drawn)	-14%	4%	-2%	-3	-3%	19%	0.3	-10%
CNC(=O)CC12CC3CC(CC(C3)C1)C2	3%	-5%	7%	·	-3%	-20%	-0.3	5%
Cc1ccc(S(=O)(=O)N(C)c2cc(S(N)(=O)=O)c(C)cc2C)cc1	-16%	5%	2%	0	4%	9%	0.8	-4%

Filtered by structure, those above with a tert-butyl group.
SMILES	EPAC1 agonist	PLK1 PBD block	EPAC1 antagonist	PI5P4K alpha inh	WRN inhibitor	FUS yeast rescue	IL2 activator	Abeta yeast res
CC(C)(C)OC(=O)N1CCCN(C(c2cc3ccccc3o2)c2nnnn2C(C)(C)C)CC1 (stereo not drawn)	-1%	-6%	5%	3	0%	16µM*	-0.8	-2%
CCOC(=O)C(=CNc1cc(C)nn1C(C)(C)C)C(=O)OCC	6%	-7%	8%	0	10%	17%	-4.7	-2%
CC(C)(C)c1ccc(-n2ncc3c2CCCC3NC(=O)CCN2CCCC2=O)cc1 (stereo not drawn)	-14%	4%	-2%	-3	-3%	19%	0.3	-10%
